CRFR2-BP ag = agonists of human CRF-binding protein/CRF-R2 receptor complex | HEK293 CRF-R2/CRF-BP, calcium dye fluorescence (FLIPR); percent of saturating CRF peptide response | activation, % at 13.2 µM | hit rate 0.46% among 350,000 | AID 588473;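 active = activation of at least 50%, plus an integration ratio under a set limit after plate pattern correction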;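 note: plate controls were neutral control wells without compound for no effect and CRF at EC100 for full effect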
M4 ag = agonists of human muscarinic M4 receptor (CHRM4) | P08173 | hit rate 0.14% among 360,000 | activation, % at 3 µM | CHO-K1 hM4/Gqi5, Fluo-8 calcium fluorescence; vehicle 0%, full acetylcholine response 100%;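 active = activation above the run mean over all test wells plus 3 SD, cut at about 32% in these data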;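 note: peak over basal fluorescence ratio per well then scaled between controls; 0% = DMSO wells and 100% = acetylcholine at EC100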
Target sequence (P08173 whole entry, looked up): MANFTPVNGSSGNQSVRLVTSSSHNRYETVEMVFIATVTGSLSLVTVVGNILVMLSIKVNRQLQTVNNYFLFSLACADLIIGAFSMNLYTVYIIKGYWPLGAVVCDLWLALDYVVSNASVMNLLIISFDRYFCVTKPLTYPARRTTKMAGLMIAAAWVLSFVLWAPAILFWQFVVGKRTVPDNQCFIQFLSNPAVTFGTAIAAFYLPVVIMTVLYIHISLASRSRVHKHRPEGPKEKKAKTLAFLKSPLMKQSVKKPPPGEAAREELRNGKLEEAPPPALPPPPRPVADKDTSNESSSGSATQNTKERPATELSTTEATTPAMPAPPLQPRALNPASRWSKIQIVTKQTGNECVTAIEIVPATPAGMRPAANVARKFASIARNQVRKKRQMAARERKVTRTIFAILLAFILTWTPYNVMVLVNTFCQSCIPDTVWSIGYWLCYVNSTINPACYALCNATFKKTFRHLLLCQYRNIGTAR
M5 ag = agonists of human muscarinic M5 receptor (CHRM5). activation, % at 3 µM. hit rate 0.19% among 360,000. P08912. CHO-K1 hM5 cells, Fluo-8 calcium fluorescence; 0% DMSO wells, 100% maximal acetylcholine response;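 active = activation above the run's mean over test compounds plus 3 SD, cut at about 23% in these data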;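 note: signal is peak over basal fluorescence ratio across the kinetic read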
Target sequence (P08912 whole entry, looked up): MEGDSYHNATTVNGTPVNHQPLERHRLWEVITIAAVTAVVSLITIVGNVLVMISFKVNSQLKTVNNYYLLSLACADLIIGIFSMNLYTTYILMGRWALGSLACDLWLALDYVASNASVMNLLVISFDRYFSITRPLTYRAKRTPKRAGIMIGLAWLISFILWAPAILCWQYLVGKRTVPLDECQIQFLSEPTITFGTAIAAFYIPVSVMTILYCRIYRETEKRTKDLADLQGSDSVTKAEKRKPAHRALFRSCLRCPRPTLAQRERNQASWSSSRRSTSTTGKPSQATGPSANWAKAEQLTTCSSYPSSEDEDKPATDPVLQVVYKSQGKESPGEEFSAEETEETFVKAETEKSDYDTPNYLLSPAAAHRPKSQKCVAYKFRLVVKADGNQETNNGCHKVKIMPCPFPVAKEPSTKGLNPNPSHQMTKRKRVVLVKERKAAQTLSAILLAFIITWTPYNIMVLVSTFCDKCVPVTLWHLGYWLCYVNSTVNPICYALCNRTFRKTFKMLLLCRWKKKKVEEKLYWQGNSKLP
CHRM1 PAM = human CHRM1 positive allosteric modulation. activation, % at 3 µM. CHO-K1 hM1, Fluo-8 calcium fluorescence, ACh EC20; 0% = ACh EC20, 100% = maximal ACh. P11229. hit rate 0.088% among 360,000; in the data active = activation above about 19%, passing the limit was not always enough
M4 antag = blocks acetylcholine activation of human M4 receptor; P08173; CHO-hM4 cells, ACh EC80, Fluo-8 calcium fluorescence; inhibition, % at 3 µM; hit rate 0.73% among 360,000;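 active = inhibition above its plate's cutoff, the mean inhibition of sample wells plus 3 SD, cut at about 27% in these data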;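 note: 0% = acetylcholine EC80 with DMSO and 100% = DMSO without agonist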
CRFBP-R2 block = CRF-BP/CRF-R2 complex antagonism | inhibition, % at 11.8 µM | HEK293 CRF-R2/CRF-BP, CRF-induced calcium fluorescence | hit rate 0.59% among 350,000 | AID 588475;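 active = inhibition of the ligand-induced calcium signal above about 50% at the single tested concentration, limit read from the data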
CHRM5 antagonist = blocks acetylcholine activation of human M5 receptor. P08912. CHO-hM5 cells, Fluo-8 calcium fluorescence, ACh EC80. inhibition, % at 3 µM. hit rate 0.59% among 360,000. AID 624040;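 active = inhibition above a per-plate cutoff, the mean of that plate's test compounds plus 3 SD, cut at about 27% in these data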;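 note: 0% = acetylcholine EC80 with DMSO and 100% = DMSO without agonist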
CHRM4 PAM = positive allosteric modulators of human muscarinic M4 receptor; P08173; CHO-K1 hM4/Gqi5, Fluo-8 calcium fluorescence, ACh EC20; 0% = ACh EC20, 100% = maximal ACh; activation, % at 3 µM; hit rate 0.4% among 360,000; AID 624126;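 active = activation above its plate's cutoff, the mean activation of sample wells plus 3 SD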; note: some results filed as inactive read as strong as hits
CHRM5 PAM = potentiates acetylcholine response at human M5 receptor; AID 624038; hit rate 0.3% among 360,000; CHO-K1 hM5, Fluo-8 calcium, ACh EC20 PAM; 0% = ACh EC20, 100% = ACh EC100; activation, % at 3 µM;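 active = activation above the run cutoff, the mean activation of all test compounds plus 3 SD, cut at about 18% in these data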
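Assay system – human M5 receptor in CHO-K1 cells · Read-out – % activation, ACh-normalized · Technique – Fluo-8 calcium fluorescence · Dosing – single-point, 3 µM nominal · Incubation – Fluo-8 loading 80 min at 37 °C plus 30 min room temperature · Repeats – singlicate, one well per test compound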
* = called active by the depositor.

Results for O=C(NC1CCCCC1)C1Cc2ccccc2CN1S(=O)(=O)c1ccc(F)cc1 (stereo not drawn) ?
CRFR2-BP ag: 2.7; M4 ag: 3; M5 ag: -3; CHRM1 PAM: 8; M4 antag: -6; CRFBP-R2 block: -25; CHRM5 antagonist: -1; CHRM4 PAM: 3; CHRM5 PAM: 2

Results for CCCc1cc(=O)oc2cc(OCc3ccc(OC)cc3)c(Cl)cc12 ?
CRFR2-BP ag: 2.3; M4 ag: 1; M5 ag: 1; CHRM1 PAM: 16; M4 antag: 6; CRFBP-R2 block: -2; CHRM5 antagonist: -18; CHRM4 PAM: -4; CHRM5 PAM: 8

What do the screens show for `Cc1ccc(CS(=O)Cc2ccc(C(=O)NCc3ccc4c(c3)OCO4)o2)cc1` (stereo not drawn)?
CRFR2-BP ag: -0.3; M4 ag: 4; M5 ag: 0; CHRM1 PAM: 5; M4 antag: -7; CRFBP-R2 block: 1; CHRM5 antagonist: 9; CHRM4 PAM: 4; CHRM5 PAM: -1

Results for CC1=NN(C(C#N)c2ccccc2C)C(c2ccccc2)C1 (stereo not drawn) ?
CRFR2-BP ag: 1.0; M4 ag: -1; M5 ag: 0; CHRM1 PAM: 9; M4 antag: -3; CRFBP-R2 block: 17; CHRM5 antagonist: 4; CHRM4 PAM: 3; CHRM5 PAM: 3

What do the screens show for `Cc1c(Cl)cccc1NC(=O)C1CC(=O)N(C2CCCC2)C1` (stereo not drawn)?
CRFR2-BP ag: -1.7; M4 ag: 0; M5 ag: 5; CHRM1 PAM: 4; M4 antag: 10; CRFBP-R2 block: 6; CHRM5 antagonist: -1; CHRM4 PAM: -1; CHRM5 PAM: -2

What do the screens show for `O=C(OCc1nnc(-c2ccccc2)o1)c1cc([N+](=O)[O-])ccc1Cl`?
CRFR2-BP ag: -1.9; M4 ag: 1; M5 ag: 0; CHRM1 PAM: 16; M4 antag: -2; CRFBP-R2 block: 9; CHRM5 antagonist: 13; CHRM4 PAM: 0; CHRM5 PAM: -3

How did NC(=O)CCC(NC(=O)c1ccc(Cl)cc1)C(=O)NCCc1ccc2c(c1)OCCO2 (stereo not drawn) do in these assays?
CRFR2-BP ag: 1.9; M4 ag: 1; M5 ag: 2; CHRM1 PAM: 0; M4 antag: -2; CRFBP-R2 block: -2; CHRM5 antagonist: 2; CHRM4 PAM: 1; CHRM5 PAM: -2

What do the screens show for `COc1cc(SC)ccc1C(=O)Nc1nc(C)cs1`?
CRFR2-BP ag: -0.2; M4 ag: 6; M5 ag: -4; CHRM1 PAM: 0; M4 antag: 3; CRFBP-R2 block: -4; CHRM5 antagonist: 1; CHRM4 PAM: -10; CHRM5 PAM: -7

What do the screens show for `CCc1ccc2[nH]c3nc(SCC(=O)NNC(=O)c4ccc(C(C)(C)C)cc4)nnc3c2c1`?
CRFR2-BP ag: -0.4; M4 ag: 1; M5 ag: -2; CHRM1 PAM: 7; M4 antag: 0; CRFBP-R2 block: 10; CHRM5 antagonist: -2; CHRM4 PAM: 10; CHRM5 PAM: -2

Results for Cc1ccc(S(=O)(=O)N(Cc2n[nH]c(=S)n2-c2ccccc2)c2ccccc2)cc1 ?
CRFR2-BP ag: -0.7; M4 ag: 2; M5 ag: -5; CHRM1 PAM: 1; M4 antag: -2; CRFBP-R2 block: -19; CHRM5 antagonist: 7; CHRM4 PAM: -3; CHRM5 PAM: 0

How did O=C(NCc1cc(Cl)cc(Cl)c1)c1csc([C@@H]2O[C@H](CO)[C@H](O)[C@H](O)[C@H]2O)n1 do in these assays?
M4 ag: 0; M5 ag: 1; CHRM1 PAM: -1; M4 antag: 0; CHRM5 antagonist: -2; CHRM4 PAM: 3; CHRM5 PAM: -1

Results for OCC[C@@H]1C[C@H](O)[C@@H](O)[C@@]2(OCc3ccc4ccccc4c32)O1 ?
M4 ag: 0; M5 ag: 4; CHRM1 PAM: 1; M4 antag: -2; CHRM5 antagonist: 2; CHRM4 PAM: -1; CHRM5 PAM: 4

What do the screens show for `NC(=O)CSc1nnc(-c2cc(-c3ccc(Cl)cc3)nc3ccccc23)o1`?
CRFR2-BP ag: 0.4; M4 ag: 3; M5 ag: -1; CHRM1 PAM: 0; M4 antag: -10; CRFBP-R2 block: -7; CHRM5 antagonist: -2; CHRM4 PAM: 5; CHRM5 PAM: 0

Results for O=C(NCC(c1ccco1)N1CCCC1)c1ccc(S(=O)(=O)Nc2ccccc2F)cc1 (stereo not drawn) ?
CRFR2-BP ag: 5.1; M4 ag: 2; M5 ag: -8; CHRM1 PAM: -25; M4 antag: 11; CRFBP-R2 block: -15; CHRM5 antagonist: 6; CHRM4 PAM: -14; CHRM5 PAM: -3

Results for N#C/C(=N\Nc1ccccc1)C(=N)N1CCCCC1 ?
CRFR2-BP ag: -1.4; M4 ag: 3; M5 ag: -2; CHRM1 PAM: -1; M4 antag: -3; CRFBP-R2 block: 7; CHRM5 antagonist: -2; CHRM4 PAM: 2; CHRM5 PAM: -1

Results for O=C(/C=C/c1ccc(OCCCF)cc1)NCc1ccc(Cl)c(Cl)c1 ?
CRFR2-BP ag: 1.4; M4 ag: 1; M5 ag: -2; CHRM1 PAM: -3; M4 antag: -5; CRFBP-R2 block: 13; CHRM5 antagonist: 6; CHRM4 PAM: 1; CHRM5 PAM: -2

Results for Fc1ccc(-c2nnc(-c3ccc(F)cc3)o2)cc1 ?
CRFR2-BP ag: 2.9; M4 ag: -1; M5 ag: 3; CHRM1 PAM: 13; M4 antag: 5; CRFBP-R2 block: 3; CHRM5 antagonist: 5; CHRM4 PAM: -2; CHRM5 PAM: 2

Results for CCOC(=O)C1=C(C)C(c2ccc(OC)cc2OC)NC(=O)N1 (stereo not drawn) ?
CRFR2-BP ag: 1.2; M4 ag: 0; M5 ag: -3; CHRM1 PAM: 8; M4 antag: 10; CRFBP-R2 block: -4; CHRM5 antagonist: -2; CHRM4 PAM: 9; CHRM5 PAM: -1

Results for Cc1[nH]c2ccccc2c1C(=O)CSC(=S)N(C)C1CCCCC1 ?
CRFR2-BP ag: 0.4; M4 ag: 0; M5 ag: 1; CHRM1 PAM: -9; M4 antag: 11; CRFBP-R2 block: 2; CHRM5 antagonist: 3; CHRM4 PAM: -16; CHRM5 PAM: -1

How did Cc1ccccc1C(=O)OCC(=O)NCC1COc2ccccc2O1 (stereo not drawn) do in these assays?
CRFR2-BP ag: -0.1; M4 ag: 0; M5 ag: 1; CHRM1 PAM: 10; M4 antag: -12; CRFBP-R2 block: -5; CHRM5 antagonist: 1; CHRM4 PAM: 4; CHRM5 PAM: -1

Results for C=CCn1c(-c2cccc(OC)c2)nc2nc3ccccc3nc21 ?
CRFR2-BP ag: -0.6; M4 ag: 8; M5 ag: -3; CHRM1 PAM: 2; M4 antag: 5; CRFBP-R2 block: -20; CHRM5 antagonist: 5; CHRM4 PAM: -2; CHRM5 PAM: -8

How did CCc1ccc(OCC(=O)NC(NC(=S)Nc2ccccc2OC)C(Cl)(Cl)Cl)cc1 (stereo not drawn) do in these assays?
CRFR2-BP ag: 5.0; M4 ag: 7; M5 ag: 1; CHRM1 PAM: -2; M4 antag: -15; CRFBP-R2 block: -5; CHRM5 antagonist: 0; CHRM4 PAM: -3; CHRM5 PAM: -7

How did Cc1ccc(NC(=O)c2cc(N3C(=O)C4CCCCC4C3=O)ccc2N2CCOCC2)cc1 (stereo not drawn) do in these assays?
CRFR2-BP ag: -1.8; M4 ag: 1; M5 ag: -1; CHRM1 PAM: -2; M4 antag: 4; CRFBP-R2 block: -30; CHRM5 antagonist: 0; CHRM4 PAM: -3; CHRM5 PAM: 5

How did Cc1c(C(=O)Oc2ccc(F)cc2)sc2ncn(Cc3cccc(F)c3)c(=O)c12 do in these assays?
CRFR2-BP ag: 10; M4 ag: 1; M5 ag: -3; CHRM1 PAM: 8; M4 antag: -6; CRFBP-R2 block: -21; CHRM5 antagonist: -7; CHRM4 PAM: 8; CHRM5 PAM: 9

How did Clc1nc(Nc2ccccc2)nc(Nc2ccccc2)n1 do in these assays?
CRFR2-BP ag: 0.2; M4 ag: -3; M5 ag: -3; CHRM1 PAM: -6; M4 antag: -10; CRFBP-R2 block: -60; CHRM5 antagonist: -8; CHRM4 PAM: 10; CHRM5 PAM: 3

What do the screens show for `FC(F)(F)c1ccccc1/C=N/n1c(COc2ccccc2)n[nH]c1=S`?
CRFR2-BP ag: -1.1; M4 ag: -1; M5 ag: -2; CHRM1 PAM: 2; M4 antag: -19; CRFBP-R2 block: 4; CHRM5 antagonist: -4; CHRM4 PAM: 7; CHRM5 PAM: 1

How did CC(=O)N1c2ccccc2C(=O)OC1c1cccnc1 (stereo not drawn) do in these assays?
CRFR2-BP ag: 1.9; M4 ag: 0; M5 ag: 0; CHRM1 PAM: 6; M4 antag: 2; CRFBP-R2 block: 9; CHRM5 antagonist: -3; CHRM4 PAM: -2; CHRM5 PAM: -1

Results for NCc1csc(Nc2nncc3ccccc23)n1 ?
M4 ag: 2; M5 ag: 1; CHRM1 PAM: 17; M4 antag: -6; CHRM5 antagonist: 8; CHRM4 PAM: 4; CHRM5 PAM: 0

Results for C#CCNC(=O)c1ccc2sc([C@@H]3O[C@H](CO)[C@H](O)[C@H](O)[C@H]3O)nc2c1 ?
M4 ag: 0; M5 ag: 1; CHRM1 PAM: 12; M4 antag: -1; CHRM5 antagonist: 6; CHRM4 PAM: 2; CHRM5 PAM: -2

Results for NC(=O)c1ccc2c(c1)OCCO2 ?
CRFR2-BP ag: 2.7; M4 ag: 0; M5 ag: 1; CHRM1 PAM: 11; M4 antag: 14; CRFBP-R2 block: 1; CHRM5 antagonist: 2; CHRM4 PAM: 3; CHRM5 PAM: 3

What do the screens show for `FC(F)(F)c1ccc(Oc2ccc(Cl)cc2Br)nc1`?
CRFR2-BP ag: -1.1; M4 ag: 1; M5 ag: 1; CHRM1 PAM: 6; M4 antag: -9; CRFBP-R2 block: -17; CHRM5 antagonist: 0; CHRM4 PAM: -3; CHRM5 PAM: -7

What do the screens show for `O=C(Nc1cc(Cl)ccc1N1CCOCC1)c1ccco1`?
CRFR2-BP ag: 0.5; M4 ag: 2; M5 ag: -2; CHRM1 PAM: 9; M4 antag: -4; CRFBP-R2 block: -6; CHRM5 antagonist: 7; CHRM4 PAM: 0; CHRM5 PAM: -3

How did O=C(COC(=O)c1ccc(-c2nnc(-c3ccccc3)o2)cc1)c1ccccc1 do in these assays?
CRFR2-BP ag: -3.3; M4 ag: 1; M5 ag: 0; CHRM1 PAM: 5; M4 antag: -8; CRFBP-R2 block: 2; CHRM5 antagonist: 3; CHRM4 PAM: 1; CHRM5 PAM: -4

Results for O=C(NCC(c1ccco1)N1CCN(c2ccccc2F)CC1)OCc1ccccc1 (stereo not drawn) ?
CRFR2-BP ag: 1.9; M4 ag: 0; M5 ag: 0; CHRM1 PAM: 13; M4 antag: -7; CRFBP-R2 block: -10; CHRM5 antagonist: -11; CHRM4 PAM: 10; CHRM5 PAM: 12

Results for Cc1cc(C)nc(N2CCC(C(=O)NCc3cccc(C(F)(F)F)c3)CC2)n1 ?
CRFR2-BP ag: 1.4; M4 ag: 0; M5 ag: -2; CHRM1 PAM: 4; M4 antag: 1; CRFBP-R2 block: -1; CHRM5 antagonist: -5; CHRM4 PAM: 3; CHRM5 PAM: 10

Source: PubChem (several laboratories)
